CCHF vOTU inh = CCHFV vOTU protease inhibitors, primary screen, biochemical, Pep-AMC substrate, fluorescence; inhibition, % at 11.5 µM; 370,000 tested, 0.55% active; AID 651958, 2012; further: 0% = vehicle wells with enzyme and 100% = no enzyme wells
Rv3671c inh = Rv3671c serine protease inhibitors, primary screen, biochemical, fluorescence polarization, M. tuberculosis H37Rv; P9WHR9; inhibition, % at 5.96 µM; 320,000 tested, 0.048% active; AID 2606, 2010; in the data active means inhibition above about 38%;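 further: extracellular domain of Rv3671c used as enzyme; 0% = enzyme with DMSO and 100% = no enzyme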
Target sequence (P9WHR9 whole entry, looked up, the tested form may be a part): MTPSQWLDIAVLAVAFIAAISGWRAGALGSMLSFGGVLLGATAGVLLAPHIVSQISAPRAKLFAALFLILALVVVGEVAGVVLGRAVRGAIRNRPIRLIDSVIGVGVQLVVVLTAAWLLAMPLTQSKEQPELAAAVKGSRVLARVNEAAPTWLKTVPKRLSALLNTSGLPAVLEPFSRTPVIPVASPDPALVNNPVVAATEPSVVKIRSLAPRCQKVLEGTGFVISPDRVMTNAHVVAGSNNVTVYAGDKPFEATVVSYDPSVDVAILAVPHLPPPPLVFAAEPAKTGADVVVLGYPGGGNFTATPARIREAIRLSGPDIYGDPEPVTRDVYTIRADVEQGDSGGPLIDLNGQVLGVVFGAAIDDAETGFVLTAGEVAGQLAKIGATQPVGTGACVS
DUSP3 inh = VHR1 phosphatase inhibitors, primary screen, biochemical, absorbance, uHTS. recombinant VHR phosphatase, pNPP absorbance. 290,000 tested, 0.52% active. inhibition, % at 13.3 µM. Dual specificity protein phosphatase 3 (Homo sapiens), P51452; in the data active means inhibition above about 50%; further: some compounds called inactive have numbers as strong as hits
Target sequence (P51452 whole entry, looked up): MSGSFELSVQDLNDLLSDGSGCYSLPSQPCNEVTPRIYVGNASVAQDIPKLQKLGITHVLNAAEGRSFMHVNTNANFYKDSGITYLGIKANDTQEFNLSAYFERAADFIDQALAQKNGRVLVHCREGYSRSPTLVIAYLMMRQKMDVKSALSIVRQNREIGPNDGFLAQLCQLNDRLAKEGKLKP
BoNT F protease = BoNT/F light chain protease inhibitors, primary screen, biochemical, flow cytometry, MLPCN library; inhibition, % at 10 µM; Botulinum neurotoxin type F light chain protease (Clostridium botulinum); 360,000 tested, 0.22% active; Multiplex microsphere protease cleavage assay; in the data active means inhibition above about 35%, passing the limit was not always enough; inconclusive means no clear call, values can overlap the other calls; further: plate controls were buffer without enzyme for full effect and enzyme alone for no effect
FadD28 binding = inhibitors of FadD28 bisubstrate probe binding, primary screen, biochemical, fluorescence polarization, single point; inhibition, % at 12.5 µM; 360,000 tested, 0.22% active; AID 588549, 2011; in the data active means inhibition above about 8.5%, passing the limit was not always enough; inconclusive means no clear call, values can overlap the other calls
Mtb BioA inh = M. tuberculosis BioA enzyme inhibitors, primary screen, biochemical, plate reader, single point, HTS; 7,8-diaminopelargonic acid synthase BioA (Mycobacterium tuberculosis); purified M. tuberculosis BioA enzyme; inhibition, % at 9.99 µM; 360,000 tested, 0.096% active; AID 602481, 2012; in the data active means inhibition above about 40%; inconclusive means no clear call, values can overlap the other calls
Mtb UGM inh = M. tuberculosis UGM enzyme inhibitors, primary screen, biochemical, fluorescence polarization, single point; inhibition, % at 10 µM; AID 504406, 2011; purified UGM, fluorescence polarization probe displacement; 320,000 tested, 0.06% active; in the data active means inhibition above about 10%, passing the limit was not always enough; inconclusive means no clear call, values can overlap the other calls
Mtb FBA inh = Mtb FBA enzyme inhibitors, primary screen, biochemical, fluorescence, strain H37Rv. purified M. tuberculosis FBA, fluorescence read-out. inhibition, % at 1 µM. 360,000 tested, 2.3% active; in the data active means inhibition above about 27%;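 further: 0% = vehicle and 100% = reference inhibitor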
Target sequence (P9WQA3 whole entry, looked up): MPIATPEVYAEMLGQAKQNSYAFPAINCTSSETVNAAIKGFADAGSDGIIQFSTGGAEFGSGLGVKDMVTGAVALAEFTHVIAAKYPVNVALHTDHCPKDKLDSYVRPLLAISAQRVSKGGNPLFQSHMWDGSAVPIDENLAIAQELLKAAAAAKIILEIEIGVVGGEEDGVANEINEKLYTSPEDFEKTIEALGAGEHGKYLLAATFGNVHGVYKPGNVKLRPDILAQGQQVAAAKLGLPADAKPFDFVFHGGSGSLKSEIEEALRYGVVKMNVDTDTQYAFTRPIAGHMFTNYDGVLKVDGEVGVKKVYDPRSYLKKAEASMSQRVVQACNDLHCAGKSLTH
MazEF act = activators of E. coli MazEF toxin-antitoxin RNase, primary screen, biochemical, fluorescence, uHTS; 350,000 tested, 0.32% active; AID 504720, 2011; FAM/BHQ RNA-DNA oligo cleavage fluorescence, 5 h; activation, % at 20 µM; in the data active means activation above about 50%
Target sequence (P0AE70 whole entry, looked up): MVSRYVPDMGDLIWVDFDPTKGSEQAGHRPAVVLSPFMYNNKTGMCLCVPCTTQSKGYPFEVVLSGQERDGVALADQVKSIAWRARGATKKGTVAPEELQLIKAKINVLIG
GDH-TPI counter = GDH-TPI coupling enzyme inhibitors, primary screen, artefact control for M. tuberculosis FBA inhibitor project, biochemical, absorbance, full deck | inhibition, % at 4.8 µM | GDH-TPI coupled enzyme counterscreen, NADH absorbance | 360,000 tested, 1.2% active;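 further: 0% = DMSO wells and 100% = wells lacking the enzyme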
* = called active by the depositor; u = inconclusive; x = not tested or not shown; & = joins results of further samples; ! = repeats disagree. Unless noted, no stated cut-off is given here; in the data, active means inhibition above about 30%; inactive means the rest.

SMILES	CCHF vOTU inh	Rv3671c inh	DUSP3 inh	BoNT F protease	FadD28 binding	Mtb BioA inh	Mtb UGM inh	Mtb FBA inh	MazEF act	GDH-TPI counter
Cc1cc(C)c(S(=O)(=O)N2CCCC(C(=O)N3CCCC3)C2)c(C)c1 (centres undefined)	0	-4	21	0	-1.8	-1.1	-0.7	3	-4	6
Cn1c(N)c(C(=O)CCl)c(=O)n(Cc2ccccc2)c1=O	15	3	-7	2	-1.6	0.1	0.1	1	6	-7
C=C(C)c1cccc(C(C)(C)NC(=O)N2CCC(C)CC2)c1	3	-1	37	4	-0.4	x	0.0	4	-1	3
Cc1ccc(S(=O)(=O)N2CC(O)CC2C(=O)OCC(=O)Nc2ccc([N+](=O)[O-])cc2C(F)(F)F)cc1C (centres undefined)	-4	-5	x	-12	-1.6	0.8	1.1	-1	-2	21
CCN1CCN(Cc2ccc(NC(=O)c3cc(NC(=O)C(=O)c4c[nH]c5ccccc45)cc(OC)c3)cc2C(F)(F)F)CC1	-3	-155	-8	-19&-25	66*!	-0.6&0.4	1.0	3&1	-81&-70	19&11
C=C(C)c1nc(N)nc(N)n1	15	1	18	-11	-2.6	-1.3	-2.4	-1	-3	-2
Cc1nc(Cl)c2c(n1)NC(=O)CO2	-5	3	5	-14	-0.2	-0.1	-3.6	1	4	14
O=S(=O)(NC(=NC1CCCCC1)c1ccccc1)c1ccccc1	3	-4	-35	3	-2.2	2.9	0.5	0	6	-5
COc1ccc(N=C(C)c2c(O)[nH]c(=O)[nH]c2=O)cc1	1	0	-12	u	0.1	-0.5	0.5	0	4	22
O=C(N/N=C/c1cccc([N+](=O)[O-])c1)c1ccc2c(c1)OCCO2	-7	2	-4	-8	-1.2	-4.3	2.6	4	-3	17
CCCCSc1nnc2nc(C)cc(C)n12	-2	-1	27	-7	0.3	x	-0.5	11	0	5
COc1ccc(NC(=O)C2CCCN2c2nn3c(=O)cc(C)nc3s2)cc1 (centres undefined)	-2	11	29	1	0.4	-2.1	3.1	2	-10	16
O=C(COC(=O)c1cc([N+](=O)[O-])ccc1NCCO)NCc1cccs1	24	4	18	-1	-2.5	-0.4	-2.4	1	7	1
COc1ccc(S(=O)(=O)N2CCN(c3ccc(C)cc3C)CC2)cc1OC	0	9	7	-1	0.0	-0.7	-1.4	0	7	13
COc1cc(C(=O)N=c2sccn2C)c([N+](=O)[O-])cc1OC	8	x	30	2	-0.3	-1.0	-2.0	-2	0	13
COc1ccc(CC(=O)Oc2cc(C)[nH]c(=O)c2[N+](=O)[O-])cc1	1	-8	-4	5	-1.2	8.6	2.2	4	7	17
CSc1nnc(NC(=O)c2ccco2)s1	-5	-5	7	u	-4.2	-0.9	0.7	2	5	12
CC1(OC(=O)CCc2ccccc2)C(=O)C=C2C=C(c3ccc(C#N)cc3)N(CCc3c[nH]c4ccccc34)C=C2C1=O (centres undefined)	24	7	4	-37	0.0	-1.1	-0.5	0	-7	10
COC(=O)c1sc(S(=O)(=O)Nc2ccc(C)c(C)c2)c(C(=O)OC)c1C	12	-7	4	0	-2.0	x	2.7	-3	-11	9
COc1cc(OC)cc(C(=O)Nc2nc(CC(=O)NCCc3ccccc3)cs2)c1	-1	3	x	0	-4.3	x	0.9	5	4	3

Molecules above that have a carbonyl joined to an NH by a bond outside any ring (8):
SMILES	CCHF vOTU inh	Rv3671c inh	DUSP3 inh	BoNT F protease	FadD28 binding	Mtb BioA inh	Mtb UGM inh	Mtb FBA inh	MazEF act	GDH-TPI counter
C=C(C)c1cccc(C(C)(C)NC(=O)N2CCC(C)CC2)c1	3	-1	37	4	-0.4	x	0.0	4	-1	3
Cc1ccc(S(=O)(=O)N2CC(O)CC2C(=O)OCC(=O)Nc2ccc([N+](=O)[O-])cc2C(F)(F)F)cc1C (centres undefined)	-4	-5	x	-12	-1.6	0.8	1.1	-1	-2	21
CCN1CCN(Cc2ccc(NC(=O)c3cc(NC(=O)C(=O)c4c[nH]c5ccccc45)cc(OC)c3)cc2C(F)(F)F)CC1	-3	-155	-8	-19&-25	66*!	-0.6&0.4	1.0	3&1	-81&-70	19&11
O=C(N/N=C/c1cccc([N+](=O)[O-])c1)c1ccc2c(c1)OCCO2	-7	2	-4	-8	-1.2	-4.3	2.6	4	-3	17
COc1ccc(NC(=O)C2CCCN2c2nn3c(=O)cc(C)nc3s2)cc1 (centres undefined)	-2	11	29	1	0.4	-2.1	3.1	2	-10	16
O=C(COC(=O)c1cc([N+](=O)[O-])ccc1NCCO)NCc1cccs1	24	4	18	-1	-2.5	-0.4	-2.4	1	7	1
CSc1nnc(NC(=O)c2ccco2)s1	-5	-5	7	u	-4.2	-0.9	0.7	2	5	12
COc1cc(OC)cc(C(=O)Nc2nc(CC(=O)NCCc3ccccc3)cs2)c1	-1	3	x	0	-4.3	x	0.9	5	4	3

Sorted by heavy-atom count (ascending): part of the list above.
SMILES	CCHF vOTU inh	Rv3671c inh	DUSP3 inh	BoNT F protease	FadD28 binding	Mtb BioA inh	Mtb UGM inh	Mtb FBA inh	MazEF act	GDH-TPI counter
Cn1c(N)c(C(=O)CCl)c(=O)n(Cc2ccccc2)c1=O	15	3	-7	2	-1.6	0.1	0.1	1	6	-7
COc1ccc(CC(=O)Oc2cc(C)[nH]c(=O)c2[N+](=O)[O-])cc1	1	-8	-4	5	-1.2	8.6	2.2	4	7	17
O=C(N/N=C/c1cccc([N+](=O)[O-])c1)c1ccc2c(c1)OCCO2	-7	2	-4	-8	-1.2	-4.3	2.6	4	-3	17

Additional records.
SMILES	CCHF vOTU inh	Rv3671c inh	DUSP3 inh	BoNT F protease	FadD28 binding	Mtb BioA inh	Mtb UGM inh	Mtb FBA inh	MazEF act	GDH-TPI counter
COc1ccc(Cl)cc1NC(=O)CN(C)C(=O)CSc1ccc2c(c1)OCCO2	2	-9	x	-8	-4.3	2.2	0.2	-2	-1	-14
CCn1cc(C(=O)NC(=S)Nc2cccc(O)c2)cn1	11	-3	19	5	-1.3	0.3	1.3	8	9	8
CCOC(=O)c1sc2nc3c(cc2c1N)COC(C)(C)C3	2	-4	18	-8	-0.2	-0.2	2.4	0	4	9
C#CCOC(=O)CN1C(=O)c2cccc3cccc(c23)C1=O	-15	-5	1	x	-4.4	-0.6	-0.1	20	5	15
Cc1ccccc1N1CC(C(=O)N2CC(C)CC(C)C2)CC1=O (centres undefined)	-10	1	x	7	1.3	0.7	-1.2	5	-17	3
Cc1nc2ccc(NC(=O)c3ccc([N+](=O)[O-])cc3)cc2[nH]1	-5	2	0	-13	-3.3	-0.5	-3.8	-2	1	6
CC(=O)[C@@H]1[C@@H](C(=O)c2ccc(F)cc2)[C@]2(C(=O)Nc3ccccc32)[C@H]2C=Cc3cc(F)ccc3N12	-4	-8	19	-4	-1.5	-2.0	2.2	6	6	12
CN1/C(=C\C(=O)C(F)F)C(C)(C)c2ccccc21	17	7	-12	-1	-0.7	-1.8	-2.0	2	0	19
O=C(NCCCN1CCCCC1)C1CCC(CNS(=O)(=O)c2cccc3nsnc23)CC1 (centres undefined)	-2	10	-9	3	-2.8	-0.3	1.7	1	9	16
Cc1cc(-c2ccccc2)nc(N2CCN(c3ccccn3)CC2)n1	-10	-4	26	-10	-0.4	-0.4	0.1	3	-1	12
CC(C)CCN(C(=O)CNC(=O)c1ccco1)C(C(=O)NC1CCCCC1)c1cccnc1 (centres undefined)	11	-7	6	1	-1.0	0.3	1.0	1	0	-5
Cc1ccccc1CN1CCNC(=O)C1CC(=O)NCCC1=CCCCC1 (centres undefined)	1	-2	21	-7	-3.5	-1.9	-2.4	3	-5	-4
Cc1ccc(N(CC(=O)N2CCOCC2)S(C)(=O)=O)cc1C	0	5	5	1	-3.2	-0.3	-4.3	-1	-2	-8
O=[N+]([O-])c1ccc2c(c1)Cc1cc(F)ccc1-2	7	x	x	3	-0.2	-1.3	x	-2	-33	15
COc1ccc(CNC(=O)CSc2nccn(-c3ccc(F)c(F)c3)c2=O)cc1	5	6	x	-7	-3.5	0.3	x	1	-3	17
CC(C)=CCN1CCN(Cc2cccn2-c2ccccn2)CC1CCO (centres undefined)	5	-9	-12	-2	0.1	-0.4	-1.5	0	8	15
O=C(c1cccs1)N(c1ccc(Cl)cc1)C1C=CS(=O)(=O)C1 (centres undefined)	-9	-1	-18	2	-0.1	0.9	-0.7	0	-1	2
CCn1c(/C=C2\C(=O)N(C(C)C)c3ccccc32)nc2ccccc2c1=O	-1	7	34	-1	0.2	0.9	1.9	-1	5	6
CNc1nc2ccccc2n1N	-4	-2	-1	-1	-3.9	x	-0.8	1	1	7
CCNC(=S)NNC(=O)c1c(Cl)c(C)nn1C	1	3	0	-2	-3.4	x	2.8	3	-7	-4
O=C1CCC(/C=C/c2ccccc2)=NN1Cc1ccccc1Cl	7	-3	24	-6	-3.0	x	1.3	1	4	15
COc1cc(/C=N/NC(=O)c2csc3c2CCCC3)cc(OC)c1O	-7	-3	-11	-3	-2.8	x	0.0	-4	-4	20
CCc1ccc(C(=O)NCc2ccc(Cl)cc2)cc1	10	-2	37	-1	-0.6	x	0.4	1	2	10
CC1CCN(c2c(NCC3CCC(C(=O)N4CCc5ccccc5C4)CC3)c(=O)c2=O)CC1 (centres undefined)	7	2	-13	4	-3.0	0.8	0.5	-3	6	-3
COC(=O)C1=C(C)N(CCC2=CCCCC2)C(=O)C1	5	-7	0	11	-2.8	-0.9	-1.3	1	1	-4
Cc1cc(C(=O)NCc2ccccc2)c(=O)[nH]c1C	-38	-10	15	-6	-0.6	x	1.8	56*	4	4
O=C(CN1C(=O)NC2(CCCC2)C1=O)Nc1cccc(C(F)(F)F)c1	-5	-5	-1	8	x	-0.3	-0.4	-1	7	7
CCOC(=O)c1sc(NC(=O)CSc2nc(C)cc(-c3ccccc3)n2)c(C#N)c1C	-6	-4	-4	-1	-3.1	1.1	-1.5	-2	0	-7
CN(CC(=O)Nc1ccccc1Cl)C(=O)c1ccc(-c2cccc(C(F)(F)F)c2)o1	19	-1	x	u	1.0	-0.6	0.2	-1	2	4
Oc1ccc(C=NNC(=S)Nc2ccccc2)nc1	12	x	x	-8	-1.0	0.1	x	9	4	54*
CCC(CC)C(=O)NCCc1cc2cc(C)c(C)cc2[nH]c1=O	-5	0	-2	-4	-0.7	0.5	3.4	0	-3	2
O=C(Cn1c(SCC(=O)NC2CCCC2)nnc1-c1ccncc1)Nc1ccc2c(c1)OCO2	6	-4	6	-4	-1.6	0.7	0.6	3	2	4
CC(=O)O[C@H]1CC[C@@]2(C)C(=CC[C@@H]3[C@@H]2CC[C@]2(C)C(=O)CC[C@@H]32)C1	x	-4	x	7	1.4	0.9	1.1	1	3	-11
CCc1n[nH]c(=S)n1/N=C/c1cc(Br)c(OC)cc1OC	12	-10	-4	-3	-1.0	x	-1.7	2	7	9

Gathered by group, the compounds so far with a cyano group
SMILES	CCHF vOTU inh	Rv3671c inh	DUSP3 inh	BoNT F protease	FadD28 binding	Mtb BioA inh	Mtb UGM inh	Mtb FBA inh	MazEF act	GDH-TPI counter
CC1(OC(=O)CCc2ccccc2)C(=O)C=C2C=C(c3ccc(C#N)cc3)N(CCc3c[nH]c4ccccc34)C=C2C1=O (centres undefined)	24	7	4	-37	0.0	-1.1	-0.5	0	-7	10
CCOC(=O)c1sc(NC(=O)CSc2nc(C)cc(-c3ccccc3)n2)c(C#N)c1C	-6	-4	-4	-1	-3.1	1.1	-1.5	-2	0	-7

Source: PubChem BioAssay
